# Source: PubChem BioAssay
# Growth percent in the NCI-60 one-dose screen (48 h, 10 µM unless noted): 100 = growth as untreated, 0 = no growth, -100 = all killed.
# SK-MEL-5: SK-MEL-5 melanoma; actives 6.4% (n = 80,000)
# SK-MEL-2: SK-MEL-2 melanoma. actives 4.7% (n = 77,000). AID 1794763
# HOP-92: HOP-92 NSCLC cells. actives 6.3% (n = 71,000). AID 1794738
# EKVX: EKVX NSCLC; AID 1794765; actives 3% (n = 71,000)
# SK-MEL-28: SK-MEL-28 melanoma | actives 4.1% (n = 81,000) | AID 1794761
# M14: M14 melanoma | actives 6.2% (n = 80,000) | AID 1794745
# HOP-62: HOP-62 NSCLC; actives 3.9% (n = 80,000); AID 1794735
# A549/ATCC: A549/ATCC NSCLC; actives 3.7% (n = 81,000)
# * marks the source's active call; other numbers are inactive results; x = not tested or not shown. The calls were made as follows: active = growth percent below 10; inactive = the rest. Compounds as they come, and some 11% of all compounds hit somewhere here.
SMILES,SK-MEL-5,SK-MEL-2,HOP-92,EKVX,SK-MEL-28,M14,HOP-62,A549/ATCC
O=[N+]([O-])c1ccc(N/N=C/c2cccc3ccccc23)nc1,100.3,103.4,x,x,111.4,103.6,109.8,92.4
CCOC(=O)CC(C#N)(CC(=O)OCC)C(=O)OCC,98.0,105.6,68.0,x,98.0,101.5,116.9,84.6
c1ccc(C2CC(c3cccc(OCCCCOc4cccc(C5=NOC(c6ccccc6)C5)c4)c3)=NO2)cc1 (stereo unspecified),101.0,101.2,94.4,103.2,105.9,99.6,99.1,100.2
Cc1cc(C2(c3cc(C)c(O)c(CN(CC(=O)O)CC(=O)O)c3)OC(=O)c3ccccc32)cc(CN(CC(=O)O)CC(=O)O)c1O,102.9,x,113.2,x,106.1,100.0,88.9,102.8
COc1cc(C(=O)N2CCN(C(=O)c3ccco3)CC2)c(N)cc1OCc1ccccc1,94.9,77.6,61.0,94.6,113.7,102.3,94.6,93.3
CC(NCCNC(C)c1cccnc1)c1cccnc1 (stereo unspecified),101.7,95.6,130.0,100.7,106.7,98.7,88.5,84.5
Cc1ccccc1C(=O)Oc1ccc(Cl)cc1,100.8,101.7,94.1,91.2,110.9,100.6,95.6,81.5
O=C(NC(=S)Nc1ccc(-c2nc3ccccc3[nH]2)cc1)c1ccc2ccccc2c1,14.7,98.2,-1.2*,58.2,40.5,38.0,8.8*,26.3
COc1ccc([C@@H]2[C@@H](O)C(=O)N2c2cc(OC)c(OC)c(OC)c2)cc1F,-34.0*,-5.4*,x,41.8,68.6,3.9*,28.3,20.2
O=C1Nc2ccc(Br)cc2/C1=N\N=C/c1cn(Cc2ccccc2)c2ccccc12,97.2,91.3,105.8,56.2,105.3,106.4,97.2,91.0
COC(OC)c1cccc([N+](=O)[O-])c1,99.8,107.5,97.9,x,100.6,104.1,115.9,95.8
Oc1cccc(/C=N/N=C2c3ccccc3-c3ccccc32)c1,90.6,101.4,103.1,101.7,107.5,98.5,101.5,85.6
Fc1cc(-c2n[nH]c(=S)n2/N=C/c2ccc(Cl)cc2Cl)c(Cl)cc1Cl,105.2,89.5,89.5,99.8,101.2,102.1,127.9,92.1
Cc1cc(Cl)ccc1NC(=O)NC(C)(C)COC(=O)Nc1cccc(Cl)c1,69.8,x,x,x,83.1,56.3,82.6,31.0
Cn1cc(/C=C2\C(=O)N(CCCCCn3c4ccccc4c(=O)c4ccccc43)c3ccccc32)c2ccccc21,89.5,87.7,77.4,109.5,108.8,93.8,97.8,92.9
O=C(CC1C(=O)N(C2CCCCC2)c2nc3ccccc3n21)Nc1ccc(Cl)cc1 (stereo unspecified),96.9,101.9,93.1,86.8,103.9,94.5,88.9,78.8
COc1ccc(C(=O)/C=C/c2ccc(Cl)c(C(F)(F)F)c2)cc1S(N)(=O)=O,-89.4*,-83.1*,-68.8*,-98.2*,-100.0*,-87.5*,-84.0*,-78.1*
CC(=O)c1ccc(N=C2N=c3ccccc3=C/C2=C\c2c(O)[nH]c(=S)[nH]c2=O)cc1,94.9,98.9,101.9,95.1,109.1,90.2,97.3,94.3
O=C(Nc1cccc2ccccc12)c1ccccc1O,54.7,74.8,30.6,x,75.5,83.0,x,84.4
COc1cc(/C=C/C(=O)c2cc(NC(=O)c3ccc4cc(-c5cc(OC)c(OC)c(OC)c5)ccc4c3)ccc2O)cc(OC)c1OC,100.0,107.8,81.1,101.5,107.0,119.1,x,101.0
COc1ccc(C2=NN(C(C)=O)C(c3ccc(Cl)cc3)C2)cc1S(=O)(=O)NNC(=O)c1ccncc1 (stereo unspecified),100.8,99.1,91.1,90.3,109.3,101.3,97.5,100.9
COC1=CC(c2ccc[nH]2)=N/C1=C\c1[nH]c(C)c(C(=O)CCCCC(=O)NCCSSCCNC(=O)CC[C@H](NC(=O)c2ccc(NCc3cnc4nc(N)[nH]c(=O)c4n3)cc2)C(=O)O)c1C,103.1,106.6,78.7,123.0,119.0,100.5,100.2,80.9
O=COCCCOCCCOc1ccccc1,104.1,111.6,80.1,100.5,108.6,105.4,101.8,110.7
OCC1(O)OCC(O)C(O)C1O (stereo unspecified),108.2,x,79.6,111.7,108.1,109.7,105.6,97.5
CCn1c(=N)c(S(=O)(=O)c2ccccc2)cc2c(=O)n3ccccc3nc21,99.0,110.4,94.5,98.5,114.2,110.0,91.1,88.3
CC(/C=C1\SC(=S)N(CCC(=O)NC(Cc2ccccc2)C(=O)O)C1=O)=C\c1ccccc1 (stereo unspecified),108.1,124.0,x,98.2,101.5,99.8,100.8,103.4
O=C(NS(=O)(=O)c1ccc(Cl)cc1)n1cc(-c2ccncc2)c(-c2ccc(Cl)c(O)c2)n1,77.6,25.5,51.3,64.0,47.2,32.1,96.0,82.7
Cc1ccc(-c2cc(-c3ccccn3)n(-c3ncc(-c4ccccc4)s3)n2)cc1,96.0,120.0,60.1,76.0,109.0,95.4,86.5,81.4
CC(=O)CC(=O)N(c1ccccn1)c1ccccn1,107.0,101.7,82.6,x,106.2,97.6,94.4,100.7
O=C(O)C1CCCCCC1,98.5,102.5,101.2,98.2,103.0,90.1,100.7,98.0
COc1ccc(CNc2c3ccccc3nc3ccccc23)cc1,62.2,60.1,24.6,49.7,79.6,37.1,53.9,28.9
COc1ccc(C(=NN=C(N)N)c2ccc(OC)cc2)cc1,13.9,32.3,3.6*,81.9,59.0,18.3,36.6,46.1
O=C(O)c1ccc(-n2cc(C(=O)O)c(-c3ccccc3)n2)cc1,106.8,102.6,130.1,94.0,111.9,103.8,77.3,104.8
O=C(O)CCCN1C(=O)/C(=C/c2cnc(-c3ccccc3)s2)SC1=S,93.2,106.2,85.3,105.2,86.5,92.2,97.8,99.0
CN(CCn1ccnc1[N+](=O)[O-])c1ccc(/C=C/C(=O)c2ccccc2O)cc1,34.6,59.3,66.1,76.3,91.8,85.7,47.7,81.7
CS(=O)(=O)Nc1ccc([N+](=O)[O-])cc1Oc1ccccc1,84.2,124.7,51.8,87.6,117.7,105.2,93.0,89.3
CNC(=O)N1N=C(c2ccc(N)cc2)c2cc3c(cc2C(C)C1=O)OCO3 (stereo unspecified),110.2,110.3,x,109.0,114.7,94.4,100.5,101.5
O=C(Nc1ccc(Cl)cc1)OCCN(CCOC(=O)Nc1ccc(Cl)cc1)Cc1ccccc1,92.5,62.4,72.0,x,89.5,58.8,91.4,54.3
COc1ccc(-c2cc(-c3nnc(SCC(=O)Nc4ccc(C(C)=O)cc4)o3)c3ccccc3n2)cc1,5.1*,40.1,-10.1*,23.2,42.7,5.2*,-33.9*,22.3
CCc1c(Nc2ccc(C)cc2)[nH]c(N)nc1=S,100.9,102.8,107.8,84.9,104.4,98.7,98.1,101.1
Cn1c2c(sc1=O)CCC2,113.8,105.6,x,113.0,115.4,97.3,105.4,115.2
COC(=O)Cc1csc2ccccc12,107.8,92.9,88.1,115.6,98.5,x,111.2,98.9
CC(C)=CCc1c2c(c(O)c3c1O[C@]14C(=C[C@@H]5C[C@H]1C(C)(C)O[C@@]4(C/C=C(/C)C(=O)O)C5=O)C3=O)CC(O)C(C)(C)O2 (stereo partly specified),-96.6*,-71.3*,-8.8*,-32.5*,-13.7*,-24.8*,-19.3*,-9.1*
CCOC(=O)C(C)(C)c1ccccc1,102.1,107.1,85.0,104.2,100.9,92.7,90.2,99.8
COc1ccc(OC(=O)Nc2ccc([N+](=O)[O-])cc2OC)cc1,97.6,114.7,92.4,235.1,132.4,101.0,99.3,100.7
O=S(=O)(Nc1ccccc1)c1ccc(C2CC3(Cl)C(Cl)=C(Cl)C2(Cl)C3(Cl)Cl)cc1 (stereo unspecified),60.7,74.1,-10.3*,36.3,68.3,52.6,51.4,30.2
CC(C)CC(NC(=O)CI)C(=O)O (stereo unspecified),102.9,112.7,93.0,107.5,111.2,107.6,x,101.6
O=c1c2cc(Cl)ccc2nc(SCc2ccccc2)n1-c1ccc(Cl)cc1,96.6,89.9,84.5,90.0,90.7,88.8,99.6,98.3
Cc1ccc(NC(=O)Nc2ncn[nH]2)c(C)c1,94.6,x,120.0,x,101.5,x,103.2,97.2
Clc1ccc(/C=N/c2nnc(-c3ccc(Cl)cc3)o2)cc1,110.5,97.4,94.8,78.7,110.7,100.4,94.4,92.8

# Next section
SMILES,SK-MEL-5,SK-MEL-2,HOP-92,EKVX,SK-MEL-28,M14,HOP-62,A549/ATCC
O=C1c2cc(O)c(O)cc2O[C@H](c2ccc(O)c(O)c2)[C@H]1O,98.9,87.8,60.3,111.8,x,105.0,111.7,104.9
CCOC(=O)CC(c1ccccc1)C(C#N)c1ccccc1 (stereo unspecified),98.7,105.9,90.9,87.5,95.5,91.8,96.2,99.3
Cc1ccc(S(=O)(=O)N2CCC(Cc3cc4ccccc4o3)C2)cc1 (stereo unspecified),99.9,103.5,x,100.3,99.1,99.2,108.8,100.7
Cc1ccc(-c2csc(N(C(=O)N3CCN(c4cc5c(cc4F)c(=O)c(C(=O)O)cn5C4CC4)CC3)c3ccccc3)n2)cc1,-57.2*,-4.4*,-18.0*,20.9,32.3,21.1,4.8*,13.7
O=C(Nc1cccc(Cl)c1)OCCOC(=O)Nc1cccc(Cl)c1,90.6,108.5,86.6,79.5,105.0,90.7,89.7,85.0
COc1cccc(C(=O)OCCn2nc3c4c(cccc42)C(=O)c2ccccc2-3)c1O,36.4,78.7,62.1,56.1,72.5,36.2,39.5,67.4
COC(=O)CC(CC(=O)OC)n1cccc1,99.0,107.5,97.8,102.7,99.3,102.7,106.5,104.0
OC1CCC2CN3CCc4c([nH]c5ccccc45)C3CC2C1 (stereo unspecified),100.5,138.2,96.0,99.2,91.1,102.2,110.3,103.4
CCNC1(C(N)=O)CCN(Cc2ccccc2)CC1,103.8,102.0,82.5,92.7,115.1,102.1,84.3,98.4
CC(C)N(C)CCOC(=O)C(c1ccccc1)C1C=CCCC1 (stereo unspecified),109.1,99.2,82.3,96.1,111.8,89.4,88.1,69.2
Nc1ccc(Oc2c(F)c(F)c(Oc3ccc(N)cc3)c(F)c2F)cc1,110.7,17.5,80.5,105.0,114.8,99.1,100.9,x
Cc1cccc(NC(=O)COC(=O)c2ccc(S(=O)(=O)N3CCCC3)cc2)c1C,97.3,97.1,84.9,105.9,116.7,97.5,97.7,107.5
COc1ccc(C2=Nn3c(N=Nc4c(O)[nH]c5ccc(Cl)cc45)nnc3SC2)cc1,97.7,93.7,117.2,98.2,109.1,102.6,104.6,77.6
COc1cc2c(=O)n(CCN(C)C)c3c4cc5c(cc4ccc3c2cc1OC)OCO5,-68.7*,-65.1*,-9.7*,-1.1*,-33.9*,-56.7*,-5.8*,-84.9*
N=c1scc(-c2ccccc2)n1CC(=O)N1CCN(c2ccccc2)CC1,94.8,104.2,59.0,x,98.8,101.4,96.6,90.4
O=C(Nc1ccc(Oc2ccccc2)cc1)Nc1ccc2c(ccn2C(=O)c2cccc(F)c2)c1,93.2,101.4,102.5,94.2,84.7,x,102.1,84.9
Clc1ccc(-c2nc(Nc3ccccc3)c3cc(Br)cc(Br)c3n2)cc1,82.1,92.4,36.8,81.8,103.9,88.9,82.5,99.1
Nc1ccc2ncc3c(=O)[nH][nH]c3c2c1,105.5,111.1,114.8,102.0,120.6,102.0,116.8,107.9
CCN(CC)CC(C)Nc1ccc(C)c2sc3ccccc3c(=O)c12 (stereo unspecified),-68.1*,116.1,38.2,81.8,38.9,3.8*,76.3,32.7
CN(C)c1ccc(C(=O)/C=C/c2ccc([N+](=O)[O-])cc2)cc1,99.2,118.3,x,103.1,98.4,107.5,120.4,89.1
Nc1c(C(=O)Nc2cccc(Br)c2)sc2nc3c(cc12)C(O)CCC3 (stereo unspecified),31.6,58.7,x,x,63.2,12.8,38.1,30.1
CC(C)(C)NC/C(=C\c1ccccc1)C(=O)c1ccccc1,-66.9*,-64.3*,x,24.7,-29.2*,-30.6*,26.5,30.1
O=Cc1c[nH]c2ccc(NC(=O)OCc3ccccc3)cc12,99.1,-19.1*,x,106.5,144.9,105.3,105.3,106.4

# In the list so far, nine contain a COOH group.
SMILES,SK-MEL-5,SK-MEL-2,HOP-92,EKVX,SK-MEL-28,M14,HOP-62,A549/ATCC
Cc1cc(C2(c3cc(C)c(O)c(CN(CC(=O)O)CC(=O)O)c3)OC(=O)c3ccccc32)cc(CN(CC(=O)O)CC(=O)O)c1O,102.9,x,113.2,x,106.1,100.0,88.9,102.8
COC1=CC(c2ccc[nH]2)=N/C1=C\c1[nH]c(C)c(C(=O)CCCCC(=O)NCCSSCCNC(=O)CC[C@H](NC(=O)c2ccc(NCc3cnc4nc(N)[nH]c(=O)c4n3)cc2)C(=O)O)c1C,103.1,106.6,78.7,123.0,119.0,100.5,100.2,80.9
CC(/C=C1\SC(=S)N(CCC(=O)NC(Cc2ccccc2)C(=O)O)C1=O)=C\c1ccccc1 (stereo unspecified),108.1,124.0,x,98.2,101.5,99.8,100.8,103.4
O=C(O)C1CCCCCC1,98.5,102.5,101.2,98.2,103.0,90.1,100.7,98.0
O=C(O)c1ccc(-n2cc(C(=O)O)c(-c3ccccc3)n2)cc1,106.8,102.6,130.1,94.0,111.9,103.8,77.3,104.8
O=C(O)CCCN1C(=O)/C(=C/c2cnc(-c3ccccc3)s2)SC1=S,93.2,106.2,85.3,105.2,86.5,92.2,97.8,99.0
CC(C)=CCc1c2c(c(O)c3c1O[C@]14C(=C[C@@H]5C[C@H]1C(C)(C)O[C@@]4(C/C=C(/C)C(=O)O)C5=O)C3=O)CC(O)C(C)(C)O2 (stereo partly specified),-96.6*,-71.3*,-8.8*,-32.5*,-13.7*,-24.8*,-19.3*,-9.1*
CC(C)CC(NC(=O)CI)C(=O)O (stereo unspecified),102.9,112.7,93.0,107.5,111.2,107.6,x,101.6
Cc1ccc(-c2csc(N(C(=O)N3CCN(c4cc5c(cc4F)c(=O)c(C(=O)O)cn5C4CC4)CC3)c3ccccc3)n2)cc1,-57.2*,-4.4*,-18.0*,20.9,32.3,21.1,4.8*,13.7
